S3 lipid droplet = qHTS Assay for Lipid Storage Modulators in Drosophila S3 Cells; Drosophila S3 cells, BODIPY lipid droplet fluorescence, 18-24 h; cells fed with added oleic acid; lipid storage change, negative = inhibition, % at the top dose, mostly 46.1 µM; hits show Potency in µM; 0.64% of 320,000 active; AID 2685; active = well fitted inhibition curve with a large enough effect in the signal ratio, with a control signal flat, not every such curve was filed as active; inconclusive = small, poorly fitted or top-dose-only effect, or effect the other way, or a change in a side signal; the % refers to the signal ratio
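Laser-scanning cytometry quantifies lipid droplet accumulation (500–530 nm total intensity; droplet/cell object ratio) in oleic acid-fed (400 uM added) Drosophila S3 cells treated with a concentration series. 20 uM Triacsin C defined 100% inhibition.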
S3 lipid droplet cell count max = second read-out of S3 lipid droplet, no call of its own (marks repeat the call); cell number change, %; measured here: cell count max response;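 cells counted by Cell Tracker Red CMTPX staining in the red channel; peak over a dose series mostly up to 46.1 µM; percent activity relative to internal control wells on each plate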
The depositor's hits bear a star; i = inactive; ? = inconclusive; . = not tested or not shown; [ ] = another dose, or the depositor's remark. % is set by controls: 0 for no effect and ±100 for the full control effect; potency is the fitted concentration of half-maximal effect. Only part of the results is shown; the hit share may differ from the screen's.

Order of results – S3 lipid droplet | S3 lipid droplet cell count max
- CCC(C)NC(=O)c1ccc(NS(=O)(=O)c2ccc3[nH]c(=O)[nH]c3c2)cc1 (configuration not stated)
 : ? | .
- O=[N+]([O-])c1cccc(CSc2ncnc3ccccc23)c1
 : ? | .
- COC(=O)c1n[nH]n(-c2cc(Cl)cc(Cl)c2)c1=O
 : ? | .
- CCN(CC)S(=O)(=O)c1cc([N+](=O)[O-])ccc1N1CCC(C(N)=O)CC1
 : 3% | 15
- Cc1cc([N+](=O)[O-])nn1CC(=O)NCc1ccc(Cl)cc1
 : ? | .
- CC1=C(C(=O)OCc2ccccc2)C(c2ccsc2)NC(=O)N1C (configuration not stated)
 : ? | .
- O=C(O)C1Cc2ccccc2CN1C(=O)COc1ccc(Br)cc1 (configuration not stated)
 : 0% | .
- NC(CO)(CO)COCc1ccccc1
 : ? | .
- NNC(=O)c1cc(-c2cccs2)nc2ccccc12
 : 11% | .
- COc1cc2c(cc1OC)-c1cc(Nc3ccc(C(=O)O)cc3)nc(=O)n1CC2
 : 12% | 20
- Cc1cc(C)cc(OCCNC(=O)c2cc(S(=O)(=O)N3CCOCC3)ccc2F)c1
 : i | 25
- Cn1ncc(Br)c1N1C(=O)CCC1=O
 : -12% | -4
- CCOC(=O)c1nsnc1NCCSC(=N)N
 : ? | .
- COc1ccc(S(=O)(=O)N2CCN(c3c(C)cccc3C)CC2)cc1OC
 : ? | .
- CCCCC[C@]12Cc3ccccc3C(O1)C1=C(CC(C)(C)CC1=O)O2
 : -7%[9.22 µM] | 3
- COc1ccc2c(C)cc(SCC(=O)N3CCOCC3)nc2c1
 : -4% | -1
- S=c1[nH]nc(-c2ccccc2)n1/N=C/c1cccc(Cl)c1
 : ? | .
- O=C(CCO)c1ccc(O)cc1
 : ? | .
- Cc1cc(C(=O)O)ccc1NCc1ccncc1
 : ? | .
- Cn1cccc1Cc1nnc(SCC(=O)NCc2ccco2)n1-c1ccc(F)cc1
 : ? | .
- Clc1ccccc1-c1cc(COc2ccc3ccccc3c2)no1
 : 13% | .
- O=C(O)CSc1c2c(nc3cc(C(=O)Nc4cccc(C(F)(F)F)c4)ccc13)CCCC2
 : ? | .
- CC(C)NC(=O)c1ccc(-c2ccc(Cl)c(C(F)(F)F)c2)o1
 : ? | .
- CCOC(=O)C1(CCCc2ccccc2)CCN(C(=O)CN2CCOC2=O)CC1
 : 8% | 10
- O=C(NC(=S)NCc1cccnc1)c1ccccc1
 : ? | .
- CCOC(=O)c1oc2ccccc2c1COC(=O)C(C)NC(=O)c1ccco1 (configuration not stated)
 : ? | .
- Cc1[nH]ccc(=O)c1OCc1c(F)cccc1Cl
 : ? | .
- COc1ccc(C2/C(=C(\O)c3ccc4c(c3)CC(C)O4)C(=O)C(=O)N2Cc2cccnc2)c(OC)c1 (configuration not stated)
 : ? | .
- Cc1ccc(OCc2nc3c4c(ncn3n2)-c2ccccc2CC42CCCC2)cc1
 : ? | .
- O=C(Nc1ccc(Cl)cc1Cl)c1cccc(N2C(=O)C=CC2=O)c1
 : 12% | -17

Part of the list above in order of SMILES length, highest first:
Order of results – S3 lipid droplet | S3 lipid droplet cell count max
- CCOC(=O)C1(CCCc2ccccc2)CCN(C(=O)CN2CCOC2=O)CC1
 : 8% | 10
- CC(C)NC(=O)c1ccc(-c2ccc(Cl)c(C(F)(F)F)c2)o1
 : ? | .
- CC1=C(C(=O)OCc2ccccc2)C(c2ccsc2)NC(=O)N1C (configuration not stated)
 : ? | .

Other structures:
Order of results – S3 lipid droplet | S3 lipid droplet cell count max
- CN(C)C(=O)CSc1nnc(Cc2ccccc2)n1CC1CCCO1 (configuration not stated)
 : ? | .
- O=C(COC(=O)c1ccc(CNS(=O)(=O)c2ccc(F)c(Cl)c2)cc1)NCC1CCCCC1
 : -9% | 2
- Cc1c(Cl)cccc1NC(=O)CSc1nccn1C
 : i | 7
- O=C(Nc1ccc(OC(=O)c2ccco2)cc1)c1ccco1
 : -7% | -16
- COc1ccc(NC(=O)c2cccc(S(=O)(=O)N3CCN(C)CC3)c2)c(OC)c1
 : ? | .
- CCC1Sc2ccc(S(=O)(=O)CCC(=O)NCc3ccco3)cc2NC1=O (configuration not stated)
 : ? | .
- COC(=O)COc1ccccc1C(N)=O
 : ? | .
- C=CCn1c(NCCO)nc2c1c(=O)n(C)c(=O)n2C
 : ? | .
- CC(CN1CCN(Cc2ccccc2)CC1)c1ccccc1 (configuration not stated)
 : ? | .
- OCCSc1nc(N2CCOCC2)nc(N2CCOCC2)n1
 : -9% | 14
- C/C(=N\NC(=O)Cc1csc(N2CCOCC2)n1)c1ccc(Cl)c(Cl)c1
 : ? | .
- COc1ccc(F)cc1C(=O)C1CCCN(Cc2cccn2-c2cccnc2)C1 (configuration not stated)
 : 12% | 5
- O=C(NCc1cccc(Cl)c1)C1=CC=CN2CCS(=O)(=O)N=C12
 : ? | .
- CCc1ccccc1NC(=O)COc1ccc(N2CC(C(N)=O)CC2=O)cc1 (configuration not stated)
 : ? | .
- COCCNC(=O)C(=O)N/N=C(\C)CC(=O)Nc1ccc(Cl)cc1Cl
 : 14% | 2
- Cc1ccc(C(CNC(=O)c2ccc(Br)o2)N2CCN(C)CC2)cc1 (configuration not stated)
 : 9% | -20
- CCOC(=O)c1ccc(CNC(=O)Cn2nnc(-c3ccc(C)cc3)n2)o1
 : ? | .
- Nn1c(=S)[nH]nc(Cc2ccc(O)cc2)c1=O
 : 10% | -1
- Cc1ccc(NC(=O)CCN2C(=O)CSC2=O)c(C)c1
 : 1% | 5
- CCCCn1c(N)c(N(CC(C)C)C(=O)c2cccc(OCc3ccccc3)c2)c(=O)[nH]c1=O
 : i | 9
- COC(=O)CCN(C1CCCCC1)S(=O)(=O)c1ccc(S(=O)(=O)NC2CCCCC2)cc1
 : ? | .
- O=C(/C=C/c1ccc(Cl)c(Cl)c1)n1cccn1
 : -13% | -17
- Cc1n[nH]c(C)c1N1C(=O)c2cccc3c(N4CCCCCC4)ccc(c23)C1=O
 : ? | .
- C=CCNC(=O)c1ccc(C)c(Br)c1
 : ? | .
- COc1cc(CSC)nc(-c2ccccc2)n1
 : ? | .
- CCCC(C(=O)NC(C)(C)C)N(Cc1ccccc1Cl)C(=O)c1snc(C(N)=O)c1N (configuration not stated)
 : ? | .
- COc1ccccc1CNC(=O)C1CCN(S(=O)(=O)N2CCCCC2)CC1
 : i | .
- Cc1cccc(C)c1NC(=O)CNC(=O)Cc1c[nH]c2ccccc12
 : ? | .
- CCc1c(C(=O)NCc2cnn(C)c2)csc1C
 : -8% | -6
- CCn1c(C)nnc1SCC(=O)Nc1nccs1
 : ? | .
- CCOc1ccc(C(C(=O)NCC2CCCO2)N(C(=O)c2snc(C(N)=O)c2N)c2cccc(F)c2)cc1 (configuration not stated)
 : ? | .
- CC1CN(C(=O)CS(=O)(=O)Cc2ccc(Cl)cc2)CC(C)O1 (configuration not stated)
 : ? | .
- COc1ccccc1-n1cc(C(=O)NCC(=O)N2CCN(c3ccccc3)CC2)c2ccccc2c1=O
 : 7% | -3
- CC1CC(C)(C)CC2(C1)NC(=S)N(c1ccccc1)N2 (configuration not stated)
 : ? | .
- Cc1ccccc1N1CCN(C2CCCN(C(=O)CCN3CCCCC3=O)C2)CC1 (configuration not stated)
 : ? | .
- COc1cccc(NC(=O)CN(C)CC(=O)NCc2ccco2)c1
 : ? | .
- CCCS(=O)(=O)c1nc(S(=O)(=O)c2ccc(C)cc2)c(N2CCC(O)CC2)s1
 : ? | .
- Cn1c(=O)oc2cc(S(=O)(=O)NCCN3CCc4ccccc4C3)ccc21
 : 1% | 2
- COC(=O)c1nc2n(n1)C(c1cc(OC)ccc1OC)C(C(=O)OC1CCCCC1)=C(C)N2 (configuration not stated)
 : ? | .
- O=C(NCC(c1cccnc1)N1CCN(c2ccc(F)cc2)CC1)c1ccc2c(c1)OCO2 (configuration not stated)
 : ? | .
- CCS(=O)(=O)c1ccc2oc(Nc3ccc(OC)cc3)nc2c1
 : 4% | 14
- COc1ccccc1CCNC(=O)CN1C(=O)c2ccccc2S1(=O)=O
 : ? | .
- CC(C)NC(=O)C1CCN(C2CCN(C(=O)c3ccc4cccc(F)c4n3)CC2)CC1
 : 4% | 19
- CC1(C)CC(=O)C2=C(C1)N(Cc1ccco1)C(=O)NC2(C(F)(F)F)C(F)(F)F
 : -5% | .
- COc1cccc(-n2c(SCC(N)=O)nc3c([nH]c4ccccc43)c2=O)c1
 : ? | .
- O=C(COC(=O)c1cc(NS(=O)(=O)c2cccs2)ccc1O)Nc1ccccc1
 : ? | .
- CC(C)c1c(O)nc(SCCN2CCOCC2)[nH]c1=O
 : 5% | 7
- O=c1c2c(ncn1CCO)nc1n2CCC1
 : 2% | 3
- CCN(CC1COc2ccccc2O1)S(=O)(=O)c1ccc(C)cc1 (configuration not stated)
 : 18% | 29
- Cc1ccc(S(=O)(=O)NCCNC(=O)c2ccc(C)nc2)cc1
 : i | -14
- CCCCNC(=O)CSc1nnc(Cc2ccccc2)n1CC1CCCO1 (configuration not stated)
 : 17% | 13
- O=C1C=C(Nc2ccc(Cl)cc2)CC(c2ccccc2)C1 (configuration not stated)
 : 17% | 4
- Cc1cc(C)n2c(Nc3ccc4c(c3)OCCO4)c(-c3ccc(C)o3)nc2n1
 : -6% | -10
- O=C(NCCSCc1ccc(Cl)cc1)c1cccs1
 : ? | .
- CCCCc1ccc(Nc2ncnc3nc[nH]c23)cc1
 : 1% | -10
- COc1ccc(/C=C2\SC(=S)N(CCC(=O)Nc3cccc(O)c3)C2=O)cc1OC
 : i | -8
- COc1ccc(C(=O)NCC(=O)OCc2cccc(Br)c2)cc1
 : 9% | 1
- O=C(CNC(=O)c1ccco1)Nc1ccc(OC(F)F)cc1
 : 4% | -1
- CCN(CC)C(=O)CSc1nc2nc(C)cc(C)c2c(=O)[nH]1
 : ? | .
- COc1cc(CNCC2CCCO2)ccc1OCC(N)=O (configuration not stated)
 : -15% | 0

Compound profiles, from the list above:
`O=C1C=C(Nc2ccc(Cl)cc2)CC(c2ccccc2)C1` (configuration not stated) is entered as S3 lipid droplet: 17%; S3 lipid droplet cell count max: 4
`O=c1c2c(ncn1CCO)nc1n2CCC1` is entered as S3 lipid droplet: 2%; S3 lipid droplet cell count max: 3
`COc1ccc(/C=C2\SC(=S)N(CCC(=O)Nc3cccc(O)c3)C2=O)cc1OC` is entered as S3 lipid droplet: i; S3 lipid droplet cell count max: -8

Other compounds.
Order of results – S3 lipid droplet | S3 lipid droplet cell count max
- Cc1c(NC2=CC(=O)CCC2)c(=O)n(-c2ccccc2)n1C
 : ? | .
- CCCn1c(C(C)NS(=O)(=O)c2ccccc2)n[nH]c1=S (configuration not stated)
 : ? | .
- C=C1C(=O)C=C[C@]2(C)C[C@@H]3OC(=O)[C@](C)(O)[C@H]3C[C@@H]12
 : ? | .
- O=C(NNC(=O)c1cc(Cl)ccc1O)c1ccc(NS(=O)(=O)c2cccs2)cc1
 : -5% | -6
- Cc1ccc2c(CN3CCCCC3)cc(=O)oc2c1
 : ? | .
- O=C(/C=C/c1cccc([N+](=O)[O-])c1)NCCc1ccc(F)cc1
 : ? | .
- Cc1ccc(C(=O)N/N=C(/CC(=O)c2cccs2)C(F)(F)F)cc1
 : 8% | 9
- CCOC(=O)C1=C(C)N(CCCC(=O)O)C(=O)NC1c1ccc(OC)cc1 (configuration not stated)
 : 4% | -6
- CC(C)NC(=O)CN(C(=O)CCC(=O)Nc1nccs1)c1ccc2c(c1)OCO2
 : ? | .
- O=c1[nH]c(SCCOc2ccccc2F)nc2ccccc12
 : -15% | -26
- Cc1n[nH]c(C)c1-c1nc2ccccc2[nH]1
 : 6% | 7
- C=C(C)COc1ccc2c(C)c(CC(=O)OC)c(=O)oc2c1C
 : ? | .
- CC(C)=CC1C(C(=O)Nc2ccc(Br)cn2)C1(C)C (configuration not stated)
 : ? | .
- CC(C)N(Cc1ccccc1)S(=O)(=O)N(C)C
 : ? | .
- Cc1noc(C)c1C(=O)Nc1nc(-c2ccc([N+](=O)[O-])cc2)cs1
 : i | .
- Cc1cc(Nc2ccc(C)c(F)c2)n2ncnc2n1
 : ? | .
- O=C(NCCc1ccccc1)c1ccc(-c2ccccc2C(F)(F)F)o1
 : ? | .
- O=C(CSc1nnc(Cc2ccccc2)n1-c1ccccc1)N1CCOCC1
 : 16% | -2
- Cc1c(CCO)c(=O)n(-c2ccccc2)n1S(=O)(=O)c1c(Cl)cc(Cl)cc1Cl
 : ? | .
- CCSc1ncc(Cl)c(C(=O)Nc2ccc(S(=O)(=O)Nc3onc(C)c3C)cc2)n1
 : ? | .
- COc1ccc(C(=O)N2CCN(Cc3ccccc3C(F)(F)F)CC2)cc1
 : i | -21
- Cc1cc(NC(=O)c2sc(Nc3ccc(F)c(Cl)c3)nc2N)no1
 : ? | .
- Cc1ccc(C(=O)NNc2c3ccccc3nc3ccccc23)cc1
 : ? | .
- C=CCn1c(COc2ccc(OC)cc2)nc2ccccc21
 : ? | .
- COc1ccc(/C=C(/NC(=O)c2ccccc2)C(=O)Nc2cccc(C(=O)O)c2)cc1
 : i | -2
- CCOC(=O)N1CCN(C(=O)C2CCN(S(=O)(=O)c3ccc(C)cc3)CC2)CC1
 : ? | .
- COc1ccc(CCNC(=O)c2cccs2)cc1OC
 : ? | .
- O=C(COC(=O)c1ccncc1)c1ccccc1
 : ? | .
- CN(CC(=O)NC(=O)NC1CCCCC1)c1ccccc1
 : 2% | -20
- CCOC(=O)C1=C(c2ccccc2)Nc2ncnn2C1c1cccc(O)c1 (configuration not stated)
 : 7% | 4
- Cc1ccc(NC(=O)COC(=O)CNC(=O)c2ccc(Br)cc2)c(C)c1
 : ? | .
- CC(C)c1c(O)nc(SCc2ccc(F)cc2)[nH]c1=O
 : ? | .
- CC(=O)C1=C(C)NC2(O)c3ccccc3C(=O)C12O (configuration not stated)
 : -20% | -3
